High-throughput results deposited in PubChem by several laboratories.
PP1 inh: PP1-alpha (human) inhibition in PP5 counter-screen; P62136; purified PP1alpha, OMFP fluorescence; 320,000 compounds, 0.9% hits; inhibition, % at 6.7 µM;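 active = inhibition above the mean inhibition of all tested compounds plus 3 SD, computed separately for each screening campaign, cut at about 15% in these data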
Target sequence (P62136 whole entry, looked up): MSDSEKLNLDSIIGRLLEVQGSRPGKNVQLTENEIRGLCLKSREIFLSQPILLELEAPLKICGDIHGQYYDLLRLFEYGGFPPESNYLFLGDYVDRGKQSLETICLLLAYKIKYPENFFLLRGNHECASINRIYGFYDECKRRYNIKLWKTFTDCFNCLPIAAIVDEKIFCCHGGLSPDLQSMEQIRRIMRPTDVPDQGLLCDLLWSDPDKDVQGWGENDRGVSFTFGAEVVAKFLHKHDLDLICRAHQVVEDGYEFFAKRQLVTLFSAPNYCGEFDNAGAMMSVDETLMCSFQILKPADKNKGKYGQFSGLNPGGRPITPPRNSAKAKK
GASC-1 inh: blocks human GASC-1 demethylase activity | Q9H3R0 | GST-JMJD2C(1-420) H3K9me3 demethylation, DELFIA europium | inhibition, % at 2.35 µM | 330,000 compounds, 0.069% hits | AID 2099;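 active = more than half of a compound's replicate wells show inhibition beyond 50%, single wells judged on their own value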;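 note: signal counts dimethyl H3K9 product captured on neutravidin plate; 0% = median of DMSO wells and 100% = 0.3 times that DMSO median; strong numbers were not always called active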
core dimer inh: HCV core protein dimerization inhibition; TR-FRET GST/Flag-core106 dimerization, 1536-well; inhibition, % at 5 µM; 300,000 compounds, 0.33% hits;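 active = inhibition above the mean of all tested compounds plus 3 SD, set per screening campaign, cut at about 45% in these data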
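Assay system: tagged HCV core106 pair (GST and Flag); medium: KF-containing HEPES buffer, pH 7.45, DTT, CHAPS, BSA; also added: Eu donor and XL665 acceptor anti-tag antibodies; dosing: 5 µM single dose; timing: compound-protein-antibody incubation 4 h at 22.5 °C; signal: TR-FRET 671 and 617 nm emission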
Yeast superoxide: yeast age-related superoxide inhibition as caloric restriction mimetic. S. cerevisiae aged cells, superoxide DHE fluorescence; hits give low values. 330,000 compounds, 0.18% hits. superoxide response (% of plate mean), % at 10 µM;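 active = superoxide response under a set limit, about three screen SD below normal, cut at about 65% in these data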;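 note: yeast aged for seven days with compound at 30 °C before DHE staining; 100% = average MFI of all compound-treated wells on the plate with controls excluded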
TPT1 inhibitor: inhibitors of Candida albicans tRNA 2'-phosphotransferase TPT1. recombinant caTPT1, FP RNA substrate dephosphorylation. AID 1962. 300,000 compounds, 0.81% hits. inhibition, % at 5 µM;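 active = inhibition above the mean of all tested compounds plus 3 SD, set per screening campaign, cut at about 24% in these data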;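 note: plate controls were DMSO alone for no effect and ferristatin control at 100 nM for full effect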
PP5 inh: PP5 (human) phosphatase inhibition | P53041 | purified PP5c, OMFP substrate fluorescence | inhibition, % at 6.7 µM | 320,000 compounds, 0.18% hits | AID 1987;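 active = inhibition above the campaign's mean inhibition across all tested compounds plus 3 SD, cut at about 9.5% in these data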;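 note: 0% = DMSO only and 100% = 100 µM cantharidin control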
Target sequence (P53041 whole entry, looked up): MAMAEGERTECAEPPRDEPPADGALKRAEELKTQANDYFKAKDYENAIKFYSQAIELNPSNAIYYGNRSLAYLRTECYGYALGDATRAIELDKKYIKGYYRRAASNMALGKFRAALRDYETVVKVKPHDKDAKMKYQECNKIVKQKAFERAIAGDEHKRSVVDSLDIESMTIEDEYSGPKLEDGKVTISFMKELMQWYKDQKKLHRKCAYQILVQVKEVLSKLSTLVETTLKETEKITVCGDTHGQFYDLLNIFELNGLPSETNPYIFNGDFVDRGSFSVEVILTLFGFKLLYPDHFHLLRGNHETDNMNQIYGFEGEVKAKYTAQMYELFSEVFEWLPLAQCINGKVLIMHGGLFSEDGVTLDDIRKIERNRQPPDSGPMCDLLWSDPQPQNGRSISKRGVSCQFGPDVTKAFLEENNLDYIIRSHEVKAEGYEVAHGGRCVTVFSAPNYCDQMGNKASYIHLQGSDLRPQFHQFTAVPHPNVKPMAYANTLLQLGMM
Fh CTSL1 inh: counter-screen for PFM18AAP inhibitors: inhibitors of F. hepatica cathepsin L1 | inhibition, % at 5.96 µM | 300,000 compounds, 0.49% hits | AID 1906 | recombinant F. hepatica cathepsin L1, Z-Leu-Arg-MCA fluorescence;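 active = inhibition above the mean of all tested compounds plus 3 SD, set per screening campaign, cut at about 17% in these data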;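 note: 0% = plate median of test compound wells and 100% = 1 µM Z-Phe-Ala-diazomethylketone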
EBNA-1 inhibitor: blocks EBNA-1 binding to DNA; EBNA-1 DNA binding, fluorescence polarization; inhibition, % at 14.8 µM; 300,000 compounds, 0.34% hits; in the data active = inhibition above about 28%
ZTA DNA inh: counter-screen for EBNA-1 inhibitors: inhibitors of Epstein-Barr virus ZTA. 320,000 compounds, 0.15% hits. P03206. inhibition, % at 11 µM. ZTA-DNA binding, fluorescence polarization. AID 2234; in the data active = inhibition above about 33%
Target sequence (P03206 whole entry, looked up): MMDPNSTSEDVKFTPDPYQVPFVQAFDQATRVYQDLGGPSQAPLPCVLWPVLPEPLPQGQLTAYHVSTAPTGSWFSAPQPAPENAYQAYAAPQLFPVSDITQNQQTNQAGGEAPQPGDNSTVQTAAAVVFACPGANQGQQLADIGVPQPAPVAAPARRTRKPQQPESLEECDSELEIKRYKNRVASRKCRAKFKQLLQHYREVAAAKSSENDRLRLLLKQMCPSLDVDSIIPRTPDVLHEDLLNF
Numbers without * were called inactive; x = not tested or not shown.

SMILES	PP1 inh	GASC-1 inh	core dimer inh	Yeast superoxide	TPT1 inhibitor	PP5 inh	Fh CTSL1 inh	EBNA-1 inhibitor	ZTA DNA inh
Cn1c(Cc2cccc3ccccc23)nnc1SCc1ccc([N+](=O)[O-])cc1	-1	4	9	98	1	2.6	-2	7	-10
CCOC(=O)C1CCCN(C(=O)/C=C/c2ccc(OC)cc2)C1 (centres undefined)	1	-8	-8	96	1	2.8	-4	8	-18
CC(=O)N1CCc2c(sc(NC(=O)CS(=O)(=O)c3ccc(F)cc3)c2C#N)C1	-3	13	-2	99	1	-1.6	3	6	6
CC(=O)NC(Cc1cccc(F)c1)C(=O)NC1CCN(C(=O)Nc2ccccc2)CC1 (centres undefined)	-3	-10	7	99	2	0.3	1	9	2
CCOC(=O)Oc1ccc2oc(=O)cc(C)c2c1	1	30	-7	101	3	0.3	0	-9	-4
Cc1cc(C(=O)COC(=O)C2COc3ccccc3O2)c(C)n1CC1CCCO1 (centres undefined)	2	-9	-1	111	-1	-0.2	-8	-3	-1
CN(c1ccc(OCC(=O)Nc2ccc3[nH]c(=O)[nH]c3c2)cc1)S(=O)(=O)c1ccc(Cl)cc1	-1	-3	7	101	4	3.0	-5	6	-2
O=C(NCCO)c1ccccc1O	-4	0	-4	114	-2	-0.5	5	-1	-4
COc1ccc(NC(=O)Nc2ccccc2F)c([N+](=O)[O-])c1	-1	15	-11	85	4	4.1	-4	12	-13
O=C(CSc1nnnn1C1CCCC1)Nc1ccccc1F	-2	0	0	98	-3	-3.8	-2	-1	23
O=C(O)c1ccc(N/N=C/C2=C(N3CCOCC3)C(=C\c3ccccc3)/CC2)cc1	5	6	10	103	101*	1.5	1	14	69*
CCCCCC(O)(c1ccc(OC)cc1)C(CN1CCOCC1)c1ccccc1 (centres undefined)	0	5	-1	106	1	5.6	6	-6	-9
CSc1ncc(CN2CCN(CCC(C)C)C(CCO)C2)cn1 (centres undefined)	-5	2	-3	101	0	1.1	-1	-7	3
C[C@H](NC(=O)c1ncn(Cc2ccccc2)c1C(=O)N[C@@H](C)c1ccccc1)c1ccccc1	0	0	x	111	x	1.1	x	x	8
O=C(NCc1ccccc1)N[C@@H](Cc1c[nH]c2ccccc12)C(=O)O	-2	14	1	144	-1	-4.6	-4	2	-3
Cc1ccc(S(=O)(=O)NC(=O)Nc2ccc(C)cn2)cc1	-9	-14	-5	106	0	-1.6	2	-9	1
Cc1cc(OC(C)C(=O)NCc2ccccn2)c2c(C)cc(=O)oc2c1 (centres undefined)	0	-1	-11	95	-2	-0.1	1	-3	-4
COc1ccc(CNC(=O)C2(CC(=O)NC(C)(C)C)CCCC2)cc1	2	-10	4	93	-1	0.6	-6	-7	11
CC(C)c1ccc2occ(-c3nn[nH]n3)c(=O)c2c1	3	2	-10	131	1	2.2	4	-4	1
O=C(Nc1ccc(N2CCN(Cc3ccccc3)CC2)cc1)c1ncn[nH]1	-1	-1	-5	91	-2	4.0	-2	-2	-9
C/C(=N\Nc1nc(-c2cc(C)ccc2C)cs1)c1cc2c(ccc3ccccc32)oc1=O	9	-4	61*	98	28*	-0.1	-1	24	19
COCCNC(=O)CSc1nc2cc3c(cc2c(=O)n1CCCC(=O)NCc1ccc(OC)cc1)OCO3	-2	-40	6	113	2	1.8	0	-11	-3
CCOC(=O)c1c(NC(=O)CSc2n[nH]c(N)n2)sc(CC)c1C	1	-4	2	109	-1	6.4	3	-4	-20
CCOC(=O)C1CCCN(c2c(NCCN(C)Cc3ccccc3)c(=O)c2=O)C1 (centres undefined)	-6	-29	-6	97	2	-1.7	7	-8	4
Cc1nc(C)c(-c2csc(Nc3cccc(O)c3)n2)s1	2	16	-20	94	-2	2.6	-1	10	4
The list goes on.
SMILES	PP1 inh	GASC-1 inh	core dimer inh	Yeast superoxide	TPT1 inhibitor	PP5 inh	Fh CTSL1 inh	EBNA-1 inhibitor	ZTA DNA inh
O=C(N/N=C/c1ccc(O)c([N+](=O)[O-])c1)C(O)(c1ccccc1)c1ccccc1	0	-6	-9	121	-3	-1.1	4	2	4
CC(=O)c1cc(-c2ccccc2)n(CC(=O)NC2CCCC2)c1C	4	5	-1	104	-1	1.6	-2	-2	-4
CC(=O)N1CCN(C(=O)c2cc(C)nc3ccccc23)CC1	0	0	12	111	0	1.2	0	3	5
Cc1ccc(-c2ccc(S(=O)(=O)Nc3cccnc3)cc2)cc1	16*	3	-4	99	-4	1.6	3	10	-6
COC(=O)c1c(NC(=O)/C=C/C(=O)O)sc(C)c1-c1ccc(C)c(C)c1	7	-4	4	112	-4	1.9	6	1	-14
CCCCn1c(N)c(N(Cc2ccccc2OC)C(=O)C2=COCCO2)c(=O)[nH]c1=O	0	-4	-2	99	0	-1.9	-1	2	3
CC(C)(C)c1ccc(S(=O)(=O)Nc2noc3ccccc23)cc1	-2	-9	7	116	-3	1.6	4	0	9
CCOC(=O)N1CCN(C(=O)c2cc(COc3cccc(C(C)=O)c3)on2)CC1	-3	-31	-10	105	5	1.8	2	-5	-1
CCn1c(SCC(=O)N2CCCCC2C)nc2ccsc2c1=O (centres undefined)	-3	24	-1	105	21	0.5	0	0	7
CC(=O)c1ccc(NC(=O)c2sc3nc4n(c(=O)c3c2C)CCCCC4)cc1	1	16	3	113	-2	-0.2	3	1	8
Cc1cc(C)cc(N2CC(C(=O)Nc3cc(C)on3)CC2=O)c1 (centres undefined)	6	0	-3	93	2	2.1	-2	-7	-12
CC(=O)Nc1ccc(NC(=O)CN2CCN(c3ccccn3)CC2)cc1	-2	-16	-12	53*	-1	1.4	-8	-19	12
CCC(C)(C)NC(=O)c1sccc1Oc1ccc(F)cc1[N+](=O)[O-]	0	9	7	94	4	2.1	1	-7	12
CC1=C(CC(=O)O)c2cc(F)ccc2C1=Cc1ccc(S(C)(=O)=O)cc1	-1	x	-5	103	-6	2.8	3	7	11
CCOc1ccc(S(=O)(=O)N2CCC(C(=O)Nc3cccc(NC(C)=O)c3)CC2)cc1	-4	1	-4	103	-2	-0.1	3	0	3
CCOC(=O)C(=O)NCc1ccc(/C=C2/N=C(C)C(C(=O)OCC)=C2O)o1	-2	16	-4	104	-2	2.5	-3	-3	3
NC(=O)COc1ccccc1/C=C1/SC(=O)N(CC(=O)N2CCc3ccccc3C2)C1=O	-1	1	2	98	-2	1.0	3	3	-1
CCOc1ccc(-n2nnc3c(=O)n(CC(=O)NCc4ccco4)cnc32)cc1	1	1	5	103	0	-0.3	5	-6	10
c1ccc(CN2CCOCCOCCOCC2)cc1	-5	-4	1	104	-3	-0.4	7	0	-6
COc1ccccc1-n1c(SC(C)C(=O)NCC2CCCO2)nc2cc(Cl)ccc2c1=O (centres undefined)	-1	-5	1	114	-3	1.7	0	-7	-5
CC(=O)c1sc(NC(=O)c2ccco2)nc1-c1ccccc1	2	2	-1	112	4	3.0	1	3	0
Nc1nc(-c2ccc(Cl)cc2)nn1C(=O)c1cccs1	0	-7	-134	103	1	-2.4	-2	6	1
COC(=O)CN(c1ccccc1F)S(=O)(=O)c1ccccc1	3	-3	-3	96	-1	0.1	-1	3	-5
CC(=O)Nc1cccc(NC(=O)C2CC(=O)N(CCc3ccc(F)cc3)C2)c1 (centres undefined)	0	3	5	110	-1	1.0	-2	5	12
COc1ccc(C(=O)CSc2nc(C)cc(=O)[nH]2)cc1	-4	-17	-6	119	3	2.5	-3	-12	-3
Next results.
SMILES	PP1 inh	GASC-1 inh	core dimer inh	Yeast superoxide	TPT1 inhibitor	PP5 inh	Fh CTSL1 inh	EBNA-1 inhibitor	ZTA DNA inh
O=C(CSc1nc2sccc2c(=O)[nH]1)N1CCN(c2ccccc2)CC1	0	-8	34	102	1	-0.8	1	9	2
Cc1cc(N(C)C)nc(SC(C)C)n1	-1	-3	-5	104	-3	2.5	-1	-14	-6
COc1ccc(C(CNC(=O)c2oc3ccc(OC)cc3c2C)N2CCCC2)cc1 (centres undefined)	0	-2	-1	94	1	-3.3	4	-2	-12
CC(c1ccccc1)C1C(C#N)=C(N)OC2=C1C(=O)CC(C)(C)C2 (centres undefined)	1	-3	0	110	-1	7.4	0	4	10
Cc1cc(CN(C)C(=O)C2CCC(=O)N(CCc3cccc(F)c3)C2)on1 (centres undefined)	-4	-4	6	82	-4	0.3	1	4	3
Cc1cccc(CN2CCN(c3nc4nonc4nc3NC3CC3)CC2)c1	-3	-5	5	97	-10	0.4	1	2	0
CC(c1nc2ccccc2o1)N1C(=O)c2ccccc2C1=O (centres undefined)	-3	-6	2	104	0	2.7	-3	1	4
COC(=O)N(C)c1ccccc1C(=O)N1CCOCC1	-2	0	-11	91	-2	2.1	5	-2	-11
CC(C)CC(=O)Nc1ccccc1-c1nnn(CC(=O)N2CCOCC2)n1	-2	-4	1	87	-7	0.3	0	-4	-13
COC(=O)c1cc(OC)c(OC)cc1NC(=O)CCC1CCCC1	1	9	5	96	-3	1.5	2	3	10
COc1ccc(OC)c(CNC(=O)CCNC(=O)Cn2ccc3ccccc3c2=O)c1	0	18	0	95	-5	-0.8	-3	5	5
Cc1cc(OC2CCCCC2)nc(-c2ccccc2O)n1	1	-15	-2	95	-3	1.0	1	4	5
CCc1nnc(NC(=O)CSc2nnc(Cc3cc(=O)[nH]c(=O)[nH]3)n2-c2ccc(OC)cc2)s1	-1	0	-6	86	-2	-2.0	0	3	-4
CC(=O)N1CCN(C(=O)c2ccc(OC3CCN(Cc4ccccn4)CC3)cc2)CC1	-2	-5	-7	90	-4	-0.3	1	2	-6
S=c1nc(NCc2cccc(Cl)c2)c2ccccc2[nH]1	0	-5	-13	91	-6	2.5	4	-9	-1
O=C(COC(=O)c1cccc(S(=O)(=O)N2CCN(c3ccc(F)cc3)CC2)c1)NCC1CCCO1 (centres undefined)	-1	-10	8	108	0	0.3	6	5	-1
Cn1c(C(=O)N2CCC(C(=O)N3CCOCC3)CC2)cc2sccc21	-4	4	-6	81	0	-1.1	-1	3	18
N#Cc1cc([N+](=O)[O-])ccc1N1CCN(c2ccccc2O)CC1	-4	0	8	92	1	1.8	8	5	9
CCn1c(=O)cc(SCC(=O)NCc2cccnc2)c2ccccc21	2	7	-8	105	-1	1.3	0	1	4
Cc1cccc(C)c1NC(=O)c1cnccn1	-6	4	4	99	0	-1.4	-3	-7	8
CC(=O)Nc1ccc(CN(C)CC2CCCN(CCc3cccc(C(F)(F)F)c3)C2)cc1 (centres undefined)	-2	-1	-2	99	-2	-0.5	1	2	8
CCCNC(=O)c1cc(S(=O)(=O)N2CCCCC2)c[nH]1	-2	0	4	92	0	0.5	-5	-5	-13
Nc1nc(SCc2nc(-c3ccccc3)no2)[nH]c(=O)c1-c1ccccc1	-1	17	1	116	-2	-2.4	1	15	6
O=C(NCCCN1CCOCC1)c1cc(-c2ccc(Cl)cc2)on1	-6	0	-4	106	-1	1.7	-2	14	11
CC(=O)c1ccc(S(=O)(=O)N2CCN(C(=O)CSc3ccc(C)c(C)c3)CC2)cc1	6	-9	-2	123	5	-3.4	-3	-14	-1
S=c1nc(Cc2ccccc2)[nH]c2ccccc12	3	-8	38	101	0	0.4	0	-10	-1

Part of the list above, as comma-separated lines:
Structure,PP1 inh,GASC-1 inh,core dimer inh,Yeast superoxide,TPT1 inhibitor,PP5 inh,Fh CTSL1 inh,EBNA-1 inhibitor,ZTA DNA inh
COc1ccc(C(=O)CSc2nc(C)cc(=O)[nH]2)cc1,-4,-17,-6,119,3,2.5,-3,-12,-3
O=C(CSc1nc2sccc2c(=O)[nH]1)N1CCN(c2ccccc2)CC1,0,-8,34,102,1,-0.8,1,9,2
Cc1cc(N(C)C)nc(SC(C)C)n1,-1,-3,-5,104,-3,2.5,-1,-14,-6
